Bioassay records deposited in PubChem by Southern Research Specialized Biocontainment Screening Center.
Rac1 GTP hydrolysis – MgcRacGAP GTPase-activating activity inhibitors, confirmation, biochemical, ADP Hunter fluorescence; MgcRacGAP-stimulated Rac1 GTP hydrolysis, ADP Hunter fluorescence; higher % means a stronger effect; GST-tagged Rac1 F28L mutant substrate; inhibition, % at 30 µM; hits with a dose series show IC50 in µM; hit rate 0.6% among 340,000; AID 624330, 2012;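 active = first-screen hits whose inhibition reached a set limit at any dose in the follow-up dose series; inconclusive = inhibition above the set first-screen limit but never retested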;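 also: fluorescence reports GDP produced by GAP-driven GTP hydrolysis; strong numbers were not always called active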
UTI89 phage lysis – inhibition of K1F phage lysis, E. coli UTI89, bacterial capsule biogenesis inhibitors, alamar blue (AID 488966). E. coli UTI89 K1F phage lysis, alamar blue, 2 h; higher % means a stronger effect. inhibition, % at 100 µM, or IC50 in µM where a hit was titrated. hit rate 0.02% among 340,000;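 active = phage lysis inhibition, versus mean bacterial control, above a set limit; inconclusive = no clear call, values can overlap the other calls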;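 also: capsule biogenesis inhibitors block K1F phage lysis so surviving cells raise fluorescence; higher fluorescence means more inhibition of phage lysis; actives were called in the ten point dose series up to 300 µM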
NS5 inhibitors – Dengue-2 NS5 methyltransferase inhibitors, primary screen, biochemical, confirmation dose response (AID 588689); inhibition, % at 25 µM, or IC50 in µM where a hit was titrated; Genome polyprotein (Dengue virus type 2 (strain 16681-PDK53)); hit rate 0.3% among 340,000; Dengue-2 NS5 methyltransferase capping enzyme assay, biochemical; higher % means a stronger effect; in the data active = a potency from the dose series; inconclusive = inhibition above about 29% without an active follow-up result
NS5 inhibitors pilot replicate – further read-out of NS5 inhibitors, marked with its call; inhibition, %; measured here: pilot screen replicate inhibition
Numbers without * were called inactive; ? = inconclusive; [ ] = dose if it differs, or a comment. A portion of the library; rates above refer to the full screens.

A first look:
SMILES | Rac1 GTP hydrolysis | UTI89 phage lysis | NS5 inhibitors | others
COc1ccc2c(c1)C[C@]1(C)c3ccccc3C(=O)N(Cc3ccccc3)[C@H]21 | 0% | 1.2% | -2%
Cc1ccc(S(=O)(=O)N2CCOCC2)cc1NC(=O)COC(=O)c1ccc(Br)o1 | 3% | 0.1%[50 µM] | -4%

The whole of this part (from the top)
SMILES | Rac1 GTP hydrolysis | UTI89 phage lysis | NS5 inhibitors | others
COc1ccc2c(c1)C[C@]1(C)c3ccccc3C(=O)N(Cc3ccccc3)[C@H]21 | 0% | 1.2% | -2%
Cc1ccc(S(=O)(=O)N2CCOCC2)cc1NC(=O)COC(=O)c1ccc(Br)o1 | 3% | 0.1%[50 µM] | -4%
O=[N+]([O-])c1ccc(COc2ccc(CN3CCOCC3)cc2)cc1 | -6% | 0.1% | -3% | NS5 inhibitors pilot replicate=-0.3
O=C(O)c1ccc(NC(=S)Nc2ccc(S(=O)(=O)Nc3ccccn3)cc2)cc1 | 9% | -0.3% | -14%
O=C(NCc1ccco1)Nc1cccc(-c2ccccc2)c1 | 10% | -1.9% | -4%
C[C@@H]1CN(S(=O)(=O)C(C)(C)C)[C@H](CCO)/C1=C\c1ccccc1 | 3% | 0.1% | -3% | NS5 inhibitors pilot replicate=2.1
O=[N+]([O-])c1ccc2c(c1)C(=NO)c1cc(Cl)c(Cl)cc1-2 | 6% | 3.4% | 2%
Cc1ccc2c(c1)C(=O)CC(c1ccccc1)S2 (stereo unspecified) | 3% | 0.6% | 3%
CCOC(=O)C1=CC(=O)CC(C)(C)O1 | 2% | -1.9% | 6%
Cc1ccc(S(=O)(=O)Nc2c(C)n(C)n(-c3ccccc3)c2=O)cc1C(=O)OC(C)C(=O)c1ccccc1 (stereo unspecified) | 7% | -0.1%[50 µM] | -6%
CN(C)C(=O)c1ccc(NC(=O)c2cccc(S(=O)(=O)N3CCN(Cc4ccccc4)CC3)c2)cc1 | 1% | 0.5%[50 µM] | -1%
O=C(Nc1cccc(C(=O)N2CCCC2)c1)C1CC1 | 1% | 0.1% | -4%
Cn1cnc2c(cnn2C)c1=O | 1% | 0.0% | 9%
CCCc1cc(CN2CCOCC2)c(O)c(CN2CCOCC2)c1O | 0% | 0.0% | 7%
COc1ccc(Nc2c[nH]c(=O)[nH]c2=O)cc1 | 9% | -1.9% | -1%
Cc1ccc(C(C)C)cc2c(C)ccc1-2 | 7% | 2.4% | -10%
CN(C)c1ccc(C=Cc2cnccn2)cc1 | 39µM* | 3.7% | -10%
C=CS(=O)(=O)N(Cc1ccccc1)[C@H](CO)CC(C)C | -6% | -1.6% | -7%
CCOc1ccc(CN(C)Cc2cc(=O)oc3c(C)c(C)ccc23)cc1OC | 1% | -0.6% | -8%
Cc1nn2c(CN(C(=O)c3ccco3)c3ccccc3)nnc2c2ccccc12 | -3% | -0.4% | -6%
COc1cc(OC)c(C(=O)C=Cc2ccc(OC)c(OC)c2)c(OC)c1 | -2% | -2.9% | -3%
COc1ccc(Nc2cc(C)nc3ncnn23)cc1 | 11% | 0.1% | 1%
COc1ccc2[nH]c3c(C)c4cc[n+](C)cc4c(C)c3c2c1 | 25µM* | ? | 0%
CC(=NNC(N)=O)C1=C(O)C(C(C)C)NC1=O (stereo unspecified) | 5% | 1.3% | -3%
Cc1noc(C)c1CSCC(=O)Nc1ccccc1N1CCCC1 | 3% | 1.2%[50 µM] | -7%
CCCCN(C(=O)c1cc(S(=O)(=O)N2CCCCC2)ccc1Cl)c1c(N)n(CCC)c(=O)[nH]c1=O | 4% | 0.2%[50 µM] | -8%
CC(C)(C)CCN1CCC(CN2CCNC(=O)C2=O)CC1 | 12% | 0.0% | -2% | NS5 inhibitors pilot replicate=3.0
Cc1ccc(N2CCN(C(=O)C3CCN(S(=O)(=O)c4cccc5nsnc45)CC3)CC2C)cc1 (stereo unspecified) | 15% | 0.0% | -13%
O=C(OCc1ccccc1)N1CCC2CC1c1c(-c3ccc(C(F)(F)F)cc3)cccc12 (stereo unspecified) | 2% | -0.1% | 5%
C(=Nc1ccccc1)c1ccc[nH]1 | 3% | 3.5% | -6%
Cc1ccc(S(=O)(=O)N(C)C[C@@H]2Oc3ccc(NS(=O)(=O)c4ccccc4)cc3CC(=O)N([C@@H](C)CO)C[C@H]2C)cc1 | 3% | 3.1% | -8%
COc1ccc(C(O)(c2ccccc2)C(C(=O)O)c2ccccc2)cc1 (stereo unspecified) | -2% | -2.1% | -10%
O=C(CCl)NC(Cc1ccccc1)C(=O)OCC(=O)c1ccc(-c2ccccc2)cc1 (stereo unspecified) | 3% | 1.5% | 2%
CCOC(=O)C1=CN(C)CCC1=O | 5% | 0.1% | 2% | NS5 inhibitors pilot replicate=-5.1
CC(C)(C)S(=O)(=O)N1C[C@H]2C(=CC[C@@H]3C(=O)N(c4ccccc4)C(=O)[C@@H]32)[C@H]1CCO | 7% | 0.2% | 6% | NS5 inhibitors pilot replicate=-1.2
COc1ccc(S(=O)(=O)N2CCCCCC2)cc1C(=O)N1CCN(c2ccc(F)cc2)CC1 | 3% | -0.5%[50 µM] | 1%
CN(C(=O)c1cccc(NC(=O)Cc2ccc(NC(=O)C3CCN(C(=O)C4CCCCC4)CC3)cc2)c1)C1CCCCC1 | 2% | 0.0% | -4% | NS5 inhibitors pilot replicate=-3.0
CC(C)(C)OC(=O)N(CCc1ccccc1)Cc1ccc(OCc2cccc(NC(=O)c3ccccc3)c2)cc1 | 7% | 0.0% | 1%
CC(C)(C)OC(=O)N1CCC(C(=O)Nc2cccc(C(=O)NCCCc3ccccc3)c2)CC1 | 7% | 0.4% | -3% | NS5 inhibitors pilot replicate=-0.6
COc1ccc(CNS(=O)(=O)CCNCCc2ccccc2)cc1 | 6% | -0.1% | -1%
Oc1cccc(CCc2ccccn2)c1 | 0% | 0.3% | 2%
COC(=O)C1CC2=C(CCCC2=O)NC1=O (stereo unspecified) | 6% | 0.3% | -4% | NS5 inhibitors pilot replicate=-3.3
CC1(c2cccc3ccccc23)OC(=O)c2ccccc21 (stereo unspecified) | 2% | 1.9% | -5%
CC(C)C[C@H]1CNC(=S)N1CC1CCN(CCCC2CCCCC2)CC1 | 10% | 0.2% | 2% | NS5 inhibitors pilot replicate=1.5
CC1C(=O)c2ccccc2CC1C(=O)O (stereo unspecified) | 6% | -0.2% | 9%
COc1cc(NC(=O)CN2C(=O)COc3ccccc32)cc(OC)c1 | -14% | -2.8% | 1%
CN1C=CC(=O)[C@@H](OC(=O)Nc2ccc(Br)cc2)[C@H]1c1ccccc1Br | 8% | -0.1% | -4%
O=S1c2ccccc2Sc2ccccc21 | 2% | 1.2% | 1%
O=C1CC[C@@H]2C[C@@]3(C[C@@H]4CCN1[C@H]24)Nc1cc([N+](=O)[O-])ccc1NC3=NCc1ccccc1 | 8% | -0.1% | -6%
Cc1cc(O)c(C(C)C)cc1N=Cc1ccc([N+](=O)[O-])cc1 | -32% | 4.2% | 90µM*
CN(C)CC1CCC/C(=C\c2ccc(OC(=O)c3ccc(Cl)cc3)cc2)C1=O (stereo unspecified) | 2% | 6.5% | -10%
COc1ccc(NC(=O)c2cc(S(=O)(=O)N3CCCCC3)ccc2C)cc1S(=O)(=O)N1CCOCC1 | 2% | 0.2%[50 µM] | 1%
Cc1ccc(S(=O)(=O)N2CCC3CC2c2cc(Cl)ccc23)cc1 (stereo unspecified) | 15% | 0.1% | -1% | NS5 inhibitors pilot replicate=0.9
Nc1ccc2c(c1)C(=Cc1cccnc1)c1ccccc1-2 | 24% | 2.5% | 5%
CC(C)Cn1c(N)c(C(=O)CSc2nnnn2-c2ccc(Cl)cc2)c(=O)n(C)c1=O | 9% | 0.0% | 3%
c1ccc2c(c1)OC1OC2Oc2ccccc21 | -2% | -0.8% | -4%
C(=C1c2ccccc2-c2ccccc21)c1ccncc1 | 1% | ? | 9%
ON=C1C2CC=C(c3ccccc3)C1CCC2 (stereo unspecified) | 5% | -3.1% | -5%
N#CC1(Nc2cccc(Cl)c2)CCCC1 | 6% | 2.1% | 7%
O=C1CCCN1CCCNCCCn1cnc2c(OCc3ccccc3)ncnc21 | -1% | 0.8% | 5%

Carrying on.
SMILES | Rac1 GTP hydrolysis | UTI89 phage lysis | NS5 inhibitors | others
COc1ccc(CC(=O)NC(C)c2ccc(Cl)c(Cl)c2)cc1S(=O)(=O)N1CCOCC1 (stereo unspecified) | 5% | 0.4%[50 µM] | -1%
O=C(Cc1ccc(NC(=O)C2CCCN(C(=O)C3CCCCC3)C2)cc1)Nc1ccc(C(=O)N2CCOCC2)cc1 (stereo unspecified) | 10% | 0.2% | -9%
CN(CCc1ccccc1)C(=O)c1ccc(NC(=O)Cc2cccc(NC(=O)C3CCN(C(=O)c4ccccc4)CC3)c2)cc1 | 5% | 0.3% | -2%
CCN(C(=O)CSc1nnc(C)n1-c1ccc(C)cc1)c1c(N)n(Cc2ccccc2)c(=O)[nH]c1=O | 3% | 0.3%[50 µM] | -6%
CC(NC(=O)CSc1ccc(S(=O)(=O)N2CCOCC2)cn1)c1ccc(Cl)cc1Cl (stereo unspecified) | 7% | -0.1%[50 µM] | 2%
COc1ccc(CCc2ccnc3ccccc23)cc1 | -1% | 0.6% | 4%
COC(=O)CCC(C(=O)CN1C(=O)c2ccccc2C1=O)N1C(=O)c2ccccc2C1=O (stereo unspecified) | 2% | -1.8% | -3%
CC(=O)NC(Cc1ccccc1)C(=O)Oc1ccc2ccccc2c1 (stereo unspecified) | 40µM* | 0.1% | -6%
COc1cc[n+]([O-])cc1[N+](=O)[O-] | 0% | 0.4% | -8%
Cc1cc2c(cc1C)N(C(=O)CCl)CCN2C(=O)CCl | 24% | -1.4% | 0%
CC(C)(C)S(=O)N1Cc2cc(CO)cc(CCO)c2[C@@H]1CCO (stereo partly specified) | 9% | 0.2% | -2% | NS5 inhibitors pilot replicate=-3.7
COc1ccc(N2CCN(CC(=O)Nc3ccc(C)cc3Br)CC2)cc1 | -18% | -0.1% | -2% | NS5 inhibitors pilot replicate=-0.3

Nothing new here: entries from further up.
SMILES | Rac1 GTP hydrolysis | UTI89 phage lysis | NS5 inhibitors | others
COc1ccc2c(c1)C[C@]1(C)c3ccccc3C(=O)N(Cc3ccccc3)[C@H]21 | 0% | 1.2% | -2%
Cc1ccc(S(=O)(=O)N2CCOCC2)cc1NC(=O)COC(=O)c1ccc(Br)o1 | 3% | 0.1%[50 µM] | -4%
O=[N+]([O-])c1ccc(COc2ccc(CN3CCOCC3)cc2)cc1 | -6% | 0.1% | -3% | NS5 inhibitors pilot replicate=-0.3
O=C(O)c1ccc(NC(=S)Nc2ccc(S(=O)(=O)Nc3ccccn3)cc2)cc1 | 9% | -0.3% | -14%
O=C(NCc1ccco1)Nc1cccc(-c2ccccc2)c1 | 10% | -1.9% | -4%
C[C@@H]1CN(S(=O)(=O)C(C)(C)C)[C@H](CCO)/C1=C\c1ccccc1 | 3% | 0.1% | -3% | NS5 inhibitors pilot replicate=2.1
O=[N+]([O-])c1ccc2c(c1)C(=NO)c1cc(Cl)c(Cl)cc1-2 | 6% | 3.4% | 2%

(continued)
SMILES | Rac1 GTP hydrolysis | UTI89 phage lysis | NS5 inhibitors | others
COc1ccc(CCCN2CCC(CN3CCNC(=O)C3=O)CC2)cc1OC | 16% | 0.2% | 3% | NS5 inhibitors pilot replicate=3.0
CC(=O)C1C=CC(C)(C(=O)O)C2C=C(C)C(=O)C(C)(O)C12 (stereo unspecified) | 2% | 1.8% | 2%
Nc1ncnc2c1ncn2C1C=C(CO)C(O)C1O (stereo unspecified) | -5% | 0.9% | -6%
CCn1c(SCC(=O)N2CCC(C(N)=O)(N3CCCCC3)CC2)nc2ccccc2c1=O | 12% | 0.1% | -3%
O=C1C=CC(=O)c2c(O)c(CO)c(CO)c(O)c21 | ? | -9.3% | ?
Oc1cccnc1CN1CCOCC1 | 1% | -0.1% | 10%
CC(=O)NC1CCCC(NC(C)=O)C1 (stereo unspecified) | -2% | 0.4% | -9%
COc1cc(NC(=O)c2cc(S(=O)(=O)N3CCCCC3)ccc2N2CCOCC2)cc(OC)c1OC | 0% | -1.1% | -2%
CCC1=C(CC2NCCc3ccccc32)CC2c3cc(OC)c(OC)cc3CCN2C1 (stereo unspecified) | -13% | -3.8% | ?
O=C(Nc1cccc2nsnc12)c1cc2c(cc1Cl)Sc1nccn1S2(=O)=O | 18% | 1.7% | 14%
CC(=O)N(c1ccccc1)C(C(=O)c1ccccc1)c1ccccc1 (stereo unspecified) | 4% | 0.3% | -12%
